Screening results: PubChem BioAssay, several laboratories
IEC-6 tox – IEC-6 cytotoxicity, counter-screen for KLF5 inhibitors; luminescence viability; 0.78% of 290,000 active; AID 1825; inhibition, % at 5 µM; in the data active means inhibition above about 22%;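 further: 0% = plate median of test compound wells and 100% = cytotoxic reference compound wells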
TRPC4 inh – inhibitors of mouse TRPC4 channel; 0.39% of 300,000 active; B-score at 10 µM; HEK293 TRPC4beta/mu-opioid, DAMGO-evoked Fluo4 calcium flux; hits give low values; AID 2247; Q9QUQ5;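 active means B-score over 3 SD under the library average, no early fluorescence shift, positive overall ratio signal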
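Material: HEK293 cells with stable TRPC4beta plus mu-opioid receptor expression; probe or stimulus: DAMGO in two steps, submaximal then maximal; technique: Fluo4 calcium fluorescence by kinetic imaging, 5 s 1 Hz baseline; measure: integrated fluorescence ratio relative to baseline, converted to per-well B score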
HIF activator – HIF pathway transcriptional activation; U2OS HRE-luciferase reporter, luminescence; normalized: DMSO 0%, desferrioxamine 100%; activation, % at 7.5 µM (by protocol); 0.32% of 300,000 active; AID 1910;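 active means mean activation of at least 10% of the iron chelator positive control signal, with at least half of replicates also reaching 10%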
TRPC6 activator – mouse TRPC6 channel activation; 0.13% of 310,000 active; Q61143; B-score at 10 µM; AID 2550; HEK293-TRPC6 membrane potential dye fluorescence; hits give high values;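 active means B-score of the integrated fluorescence ratio above library mean plus 3 SD, and starting fluorescence ratio within library mean plus 5 SD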;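 further: higher score means more depolarization so channel activation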
Target sequence (Q61143 whole entry, looked up): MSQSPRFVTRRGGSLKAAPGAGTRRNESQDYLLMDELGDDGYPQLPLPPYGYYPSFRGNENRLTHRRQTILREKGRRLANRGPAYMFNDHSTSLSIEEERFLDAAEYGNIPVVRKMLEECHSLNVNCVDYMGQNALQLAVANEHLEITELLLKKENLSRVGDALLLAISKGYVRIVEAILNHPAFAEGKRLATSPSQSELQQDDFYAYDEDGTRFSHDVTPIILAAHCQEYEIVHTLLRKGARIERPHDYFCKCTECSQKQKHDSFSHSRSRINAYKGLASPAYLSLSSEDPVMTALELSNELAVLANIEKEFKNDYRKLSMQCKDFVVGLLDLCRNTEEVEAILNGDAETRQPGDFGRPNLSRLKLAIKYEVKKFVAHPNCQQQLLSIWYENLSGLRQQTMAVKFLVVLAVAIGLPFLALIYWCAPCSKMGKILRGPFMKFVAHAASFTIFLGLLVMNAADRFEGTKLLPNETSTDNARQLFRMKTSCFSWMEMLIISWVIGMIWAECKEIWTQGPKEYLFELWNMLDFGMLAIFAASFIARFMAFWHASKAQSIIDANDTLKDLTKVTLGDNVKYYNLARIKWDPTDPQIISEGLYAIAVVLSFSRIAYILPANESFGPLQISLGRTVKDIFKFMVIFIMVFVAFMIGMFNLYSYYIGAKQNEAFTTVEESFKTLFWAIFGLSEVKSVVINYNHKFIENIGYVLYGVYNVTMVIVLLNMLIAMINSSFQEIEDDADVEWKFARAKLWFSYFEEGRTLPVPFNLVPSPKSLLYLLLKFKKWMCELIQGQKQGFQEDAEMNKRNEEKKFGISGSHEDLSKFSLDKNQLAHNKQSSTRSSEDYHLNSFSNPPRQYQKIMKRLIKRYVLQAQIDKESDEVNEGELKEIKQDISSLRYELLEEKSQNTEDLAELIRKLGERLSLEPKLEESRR
MrgX1 antagonist – blocks BAM8-22 activation of human MrgX1 receptor | Q96LB2 | MRGX1-HEK293 calcium flux, Fluo-4, BAM8-22 antagonism; hits give low values | B-score at 10 µM | 1.3% of 310,000 active | AID 588676;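 active means calcium-response B-score plate-corrected more than 3 library SD below zero, starting fluorescence within 5 deviations, no agonist response on first addition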;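 further: peak minus trough fluorescence over baseline after final BAM8-22 challenge near maximal dose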
TRPC4 potent – allosterically enhances the mouse TRPC4 cation channel; Q9QUQ5; HEK293 TRPC4beta/mu-opioid, DAMGO EC20, Fluo-4 Ca2+ flux; hits give high values; B-score at 10 µM; 0.42% of 310,000 active; AID 2227;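 active means B-score of calcium response area above 5 SD of library B-scores, with initial fluorescence ratio within 5 SD of library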;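 further: B-score of integrated fluorescence ratio over time as area under calcium response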
KLF5 inh – inhibitors of KLF5 expression. inhibition, % at 5 µM. 0.23% of 290,000 active. DLD-1 KLF5 promoter-luciferase reporter, luminescence;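 active means inhibition above a per-plate limit of that plate's mean compound inhibition plus 3 SD, cut at about 60% in these data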;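 further: 0% = DMSO wells and 100% = LY294002 at 200 µM; higher means less KLF5 promoter-driven luciferase light; inactives centre near -14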
aSyn UTR inh – MLPCN primary screen, SNCA 5' untranslated region; 0.82% of 300,000 active; inhibition, % (tested at 7.5 µM); alpha-synuclein 5'UTR reporter, inhibitor activity; AID 1813; in the data active means inhibition above about 60%;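 further: H4 neuroglioblastoma cells stably carrying SNCA 5'UTR luciferase fusion; 0% = DMSO wells and 100% = positive control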
TRPC4 act – opens the mouse TRPC4 cation channel; HEK293 TRPC4beta/mu-opioid, Fluo4 calcium fluorescence; hits give high values; Q9QUQ5; 0.49% of 310,000 active; B-score at 10 µM; AID 2237;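 active means B-score above 5 SD of library B-scores, and initial fluorescence ratio not above library mean plus 5 SD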;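 further: positive B-score marks a calcium rise read as TRPC4 activation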
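Material: HEK293 stable line with TRPC4beta plus mu-opioid receptor; technique: Fluo4 calcium-sensitive dye fluorescence, kinetic, 1 Hz baseline; timing: Fluo4 dye loading 45 min at room temperature, 110 s recording; controls: assay buffer as low control, maximal DAMGO as high control; read-out: integrated baseline-normalised fluorescence ratio, converted to per-well B score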
SKKanGAS inh – SKKanGAS growth inhibition; S. pyogenes SKKanGAS, kanamycin growth, BacTiter-Glo, 6 h; 1.3% of 300,000 active; AID 1662; inhibition, % at 7.5 µM;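 active means mean replicate score, as percent of positive control median, at least 50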;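 further: strain carries kanamycin resistance gene driven by streptokinase promoter and grows in 40 µg/ml kanamycin; loss of luminescence reflects streptokinase promoter inhibition or plain growth inhibition; 0% = median of DMSO wells and 100% = positive control at its reference dose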
TRPC6 inhibitor – mouse TRPC6 channel inhibition; B-score at 10 µM; AID 2553; 1.1% of 310,000 active; HEK293-TRPC6, membrane potential dye, ACh-evoked depolarization; hits give low values;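 active means B-score under library mean minus 3 SD, initial fluorescence not abnormally high, positive integrated signal ratio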;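 further: B-score derived from integrated fluorescence ratio over the kinetic read; more negative B-score means stronger inhibition of depolarization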
* hit, by the source's call. Outcome played no part in choosing rows; overall some 5.8% were active at least once.

Results for O=S(=O)(Nc1ncccn1)c1ccc(NC(=S)NCCc2ccc(Cl)cc2)cc1 ?
IEC-6 tox: -6; TRPC4 inh: inactive; HIF activator: 0.4; TRPC6 activator: inactive; MrgX1 antagonist: inactive; TRPC4 potent: inactive; KLF5 inh: -10; aSyn UTR inh: 2; TRPC4 act: inactive; SKKanGAS inh: 3; TRPC6 inhibitor: inactive

How did CCCN1C(=O)/C(=c2\sc3nc(=O)c(Cc4ccc(C)cc4)nn3c2=O)c2ccccc21 do in these assays?
IEC-6 tox: 4; TRPC4 inh: inactive; HIF activator: -0.1; TRPC6 activator: inactive; MrgX1 antagonist: inactive; TRPC4 potent: inactive; KLF5 inh: 18; aSyn UTR inh: -28; TRPC4 act: inactive; SKKanGAS inh: 3; TRPC6 inhibitor: inactive

How did CCn1c(=S)sc2c(=O)n(CC(=O)NC(C)CCc3ccccc3)c(C)nc21 (stereo not drawn) do in these assays?
IEC-6 tox: 0; TRPC4 inh: inactive; HIF activator: -0.3; TRPC6 activator: inactive; MrgX1 antagonist: inactive; TRPC4 potent: inactive; KLF5 inh: -25; aSyn UTR inh: -10; TRPC4 act: inactive; SKKanGAS inh: 1; TRPC6 inhibitor: inactive

Results for COc1ccc(OC)c(CNc2c(C=O)c(=O)[nH]c3ccccc23)c1 ?
IEC-6 tox: 0; TRPC4 inh: inactive; HIF activator: -0.9; TRPC6 activator: inactive; MrgX1 antagonist: inactive; TRPC4 potent: inactive; KLF5 inh: -27; aSyn UTR inh: 4; TRPC4 act: inactive; SKKanGAS inh: -4; TRPC6 inhibitor: inactive

Results for Cc1ccc(Cl)cc1N1CCN(C(=O)c2ccc(NC3=NC4CS(=O)(=O)CC4S3)cc2)CC1 (stereo not drawn) ?
IEC-6 tox: 4; TRPC4 inh: inactive; HIF activator: -0.5; TRPC6 activator: inactive; MrgX1 antagonist: inactive; TRPC4 potent: inactive; KLF5 inh: -39; aSyn UTR inh: 12; TRPC4 act: inactive; SKKanGAS inh: -1; TRPC6 inhibitor: inactive

Results for CNS(=O)(=O)c1cc2c3c(cccc3c1)C(=O)NC2=O ?
IEC-6 tox: 2; TRPC4 inh: inactive; HIF activator: 0.5; TRPC6 activator: inactive; MrgX1 antagonist: inactive; TRPC4 potent: inactive; KLF5 inh: 11; aSyn UTR inh: 71*; TRPC4 act: inactive; SKKanGAS inh: -10; TRPC6 inhibitor: inactive

What do the screens show for `CC(C)OC(=O)c1cccc2c1C(=O)c1ccccc1-2`?
IEC-6 tox: 8; TRPC4 inh: inactive; HIF activator: 2.4; TRPC6 activator: inactive; MrgX1 antagonist: inactive; TRPC4 potent: inactive; KLF5 inh: -60; aSyn UTR inh: 9; TRPC4 act: inactive; SKKanGAS inh: -17; TRPC6 inhibitor: inactive

Results for NC(=S)N/N=C/c1ccc(-c2cc(Cl)ccc2Cl)o1 ?
IEC-6 tox: 1; TRPC4 inh: inactive; HIF activator: -0.1; TRPC6 activator: inactive; MrgX1 antagonist: inactive; TRPC4 potent: inactive; KLF5 inh: -26; aSyn UTR inh: 16; TRPC4 act: inactive; SKKanGAS inh: -2; TRPC6 inhibitor: inactive

What do the screens show for `COCC(=O)N1CCC(n2nccc2NC(=O)CCOc2ccccc2)CC1`?
IEC-6 tox: 1; TRPC4 inh: inactive; HIF activator: 1.2; TRPC6 activator: inactive; MrgX1 antagonist: inactive; TRPC4 potent: inactive; KLF5 inh: -25; aSyn UTR inh: -39; TRPC4 act: inactive; SKKanGAS inh: -6; TRPC6 inhibitor: inactive

How did O=Cc1c(N2CCOCC2)nc2ccccn2c1=O do in these assays?
IEC-6 tox: -6; TRPC4 inh: inactive; HIF activator: 0.6; TRPC6 activator: inactive; MrgX1 antagonist: inactive; TRPC4 potent: inactive; KLF5 inh: 21; aSyn UTR inh: -1; TRPC4 act: inactive; SKKanGAS inh: 0; TRPC6 inhibitor: inactive

Results for NC(=O)Cn1cc(/C=N\NS(=O)(=O)c2ccccc2)c2ccccc21 ?
IEC-6 tox: 1; TRPC4 inh: inactive; HIF activator: 0.0; TRPC6 activator: inactive; MrgX1 antagonist: inactive; TRPC4 potent: inactive; KLF5 inh: -11; aSyn UTR inh: 14; TRPC4 act: inactive; SKKanGAS inh: -1; TRPC6 inhibitor: inactive

Results for COc1cc(/C=C\C(=O)O)cc(S(=O)(=O)N2CCCCCC2)c1OC ?
IEC-6 tox: -5; TRPC4 inh: inactive; HIF activator: 0.8; TRPC6 activator: inactive; TRPC4 potent: inactive; KLF5 inh: 0; aSyn UTR inh: 6; TRPC4 act: inactive; SKKanGAS inh: 2; TRPC6 inhibitor: inactive

Results for Cc1cc2oc(=O)cc(CN3CCN(S(=O)(=O)c4cccs4)CC3)c2cc1C(C)C ?
IEC-6 tox: 2; TRPC4 inh: inactive; HIF activator: 0.0; TRPC6 activator: inactive; MrgX1 antagonist: inactive; TRPC4 potent: inactive; KLF5 inh: 7; aSyn UTR inh: 41; TRPC4 act: inactive; SKKanGAS inh: -1; TRPC6 inhibitor: inactive

Results for CC(=O)Nc1ccc(S(=O)(=O)NNC(=O)c2cccc(Cl)c2)cc1 ?
IEC-6 tox: -4; TRPC4 inh: inactive; HIF activator: 0.3; TRPC6 activator: inactive; MrgX1 antagonist: inactive; TRPC4 potent: inactive; KLF5 inh: -33; aSyn UTR inh: -4; TRPC4 act: inactive; SKKanGAS inh: 1; TRPC6 inhibitor: inactive

How did CCC(CC)c1nnc(NC(=O)c2cccnc2SC)s1 do in these assays?
IEC-6 tox: -2; TRPC4 inh: inactive; HIF activator: -0.6; TRPC6 activator: inactive; MrgX1 antagonist: inactive; TRPC4 potent: inactive; KLF5 inh: 3; aSyn UTR inh: -9; TRPC4 act: inactive; SKKanGAS inh: 19; TRPC6 inhibitor: inactive

What do the screens show for `O=C(CCn1c(=O)c2cccn2c2cccnc21)N1CCN(c2cccc(Cl)c2)CC1`?
IEC-6 tox: 4; TRPC4 inh: inactive; HIF activator: 0.0; TRPC6 activator: inactive; MrgX1 antagonist: inactive; TRPC4 potent: inactive; KLF5 inh: -20; aSyn UTR inh: 13; TRPC4 act: inactive; SKKanGAS inh: -4; TRPC6 inhibitor: inactive

How did C/C(N)=C(/C#N)C(=O)COC(=O)c1ccccc1O do in these assays?
IEC-6 tox: 0; TRPC4 inh: inactive; HIF activator: 0.3; TRPC6 activator: inactive; MrgX1 antagonist: inactive; TRPC4 potent: inactive; KLF5 inh: -8; aSyn UTR inh: -46; TRPC4 act: inactive; SKKanGAS inh: 2; TRPC6 inhibitor: inactive

What do the screens show for `CCC/C(=N\NC(=O)c1cccc(C)c1)c1ccccc1`?
IEC-6 tox: -1; TRPC4 inh: inactive; HIF activator: 1.1; TRPC6 activator: inactive; MrgX1 antagonist: inactive; TRPC4 potent: inactive; KLF5 inh: 1; aSyn UTR inh: -5; TRPC4 act: inactive; SKKanGAS inh: -2; TRPC6 inhibitor: inactive

Results for O=C(NCc1nnnn1-c1ccc(F)cc1)C1CC(=O)N(c2ccc(F)cc2)C1 (stereo not drawn) ?
TRPC4 inh: inactive; HIF activator: 0.1; TRPC6 activator: inactive; MrgX1 antagonist: inactive; TRPC4 potent: inactive; aSyn UTR inh: 0; TRPC4 act: inactive; SKKanGAS inh: -6; TRPC6 inhibitor: inactive

Results for Cc1ccc(-c2csc(NCCc3nc4cc(Cl)c(Cl)cc4n3CCCO)n2)cc1 ?
TRPC4 inh: inactive; HIF activator: -0.3; TRPC6 activator: inactive; MrgX1 antagonist: inactive; TRPC4 potent: inactive; aSyn UTR inh: -10; TRPC4 act: inactive; SKKanGAS inh: 24; TRPC6 inhibitor: inactive

What do the screens show for `NC(=O)CSc1nnc(-c2cccc(S(=O)(=O)N3CCOCC3)c2)n1C1CCCCCC1`?
IEC-6 tox: 0; TRPC4 inh: inactive; HIF activator: -0.8; TRPC6 activator: inactive; MrgX1 antagonist: inactive; TRPC4 potent: inactive; KLF5 inh: -13; aSyn UTR inh: 10; TRPC4 act: inactive; SKKanGAS inh: -10; TRPC6 inhibitor: inactive

Results for c1nc(NCC2CCCO2)c2[nH]cnc2n1 (stereo not drawn) ?
IEC-6 tox: 5; HIF activator: 0.0; TRPC6 activator: inactive; MrgX1 antagonist: inactive; TRPC4 potent: inactive; KLF5 inh: -8; aSyn UTR inh: 12; TRPC4 act: inactive; SKKanGAS inh: -5; TRPC6 inhibitor: inactive

Results for Cc1ccc(NC(=O)N/C=C/c2ccco2)cc1 ?
IEC-6 tox: 2; TRPC4 inh: inactive; HIF activator: 0.2; TRPC6 activator: inactive; MrgX1 antagonist: inactive; TRPC4 potent: inactive; KLF5 inh: -12; aSyn UTR inh: -10; TRPC4 act: inactive; SKKanGAS inh: 9; TRPC6 inhibitor: inactive

What do the screens show for `NC(=O)c1c(NC(=O)c2cccnc2)sc2c1CCCC2`?
IEC-6 tox: 1; TRPC4 inh: inactive; HIF activator: 2.3; TRPC6 activator: inactive; MrgX1 antagonist: inactive; TRPC4 potent: inactive; KLF5 inh: -28; aSyn UTR inh: -221; TRPC4 act: inactive; SKKanGAS inh: -4; TRPC6 inhibitor: inactive

Results for CCC1CN(C(=O)N2CCC(C(=O)NCc3cccc(F)c3)CC2)c2ccccc2O1 (stereo not drawn) ?
IEC-6 tox: -5; TRPC4 inh: inactive; HIF activator: 0.2; TRPC6 activator: inactive; MrgX1 antagonist: inactive; TRPC4 potent: inactive; KLF5 inh: 7; aSyn UTR inh: 7; TRPC4 act: inactive; SKKanGAS inh: 9; TRPC6 inhibitor: inactive

Results for Cc1ccc(SCc2ccc(C(=O)Nc3cccc([N+](=O)[O-])c3)cc2)cc1 ?
IEC-6 tox: 0; TRPC4 inh: inactive; HIF activator: -0.3; TRPC6 activator: inactive; MrgX1 antagonist: inactive; TRPC4 potent: inactive; KLF5 inh: -9; aSyn UTR inh: -3; TRPC4 act: inactive; SKKanGAS inh: -5; TRPC6 inhibitor: inactive

What do the screens show for `NS(=O)(=O)c1ccc(CCNC(=O)CSc2ccc3ccccc3c2)cc1`?
IEC-6 tox: -5; TRPC4 inh: inactive; HIF activator: -0.2; TRPC6 activator: inactive; MrgX1 antagonist: inactive; TRPC4 potent: inactive; KLF5 inh: 15; aSyn UTR inh: -5; TRPC4 act: inactive; SKKanGAS inh: -1; TRPC6 inhibitor: inactive
